# Autofluor 339 – intrinsic fluorescence of library compounds, ex339/em460 – biochemical, MLSMR library, data from DPM-DC assay, artefact control, profiling panel | compound autofluorescence, ex339/em460 nm, NADH buffer; active compounds read high; 1 = no-compound wells, NADH background | fluorescence fold increase at 10 µM | 65,000 tested, 5.5% active | AID 709, 2007;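 active means at 10 µM, mean starting fluorescence two-fold or more over control wells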;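 further: signal is the first read of a kinetic run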
# MMP13 inh – human MMP13 inhibitors, primary screen, biochemical, FRET peptide cleavage. Collagenase 3 (Homo sapiens), P45452. MMP-13 fTHP FRET cleavage, Mca fluorescence. inhibition, % at 4 µM. 65,000 tested, 0.07% active. AID 570, 2006;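 active means inhibition above the mean of compound-free control plate wells plus 3 SD, cut at about 14% in these data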;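 further: 0% = DMSO wells and 100% = wells with reference MMP-13 inhibitor after basal subtraction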
# S1P1 ag pot – S1P1 agonists and agonism potentiators, primary screen, cell-based, primary and confirmation screens, CRE-bla reporter. Sphingosine 1-phosphate receptor 1 (Homo sapiens), P21453. S1P1 CRE-bla cells, forskolin, beta-lactamase FRET, potentiator mode; S1P1 agonist co-added at EC20, 2 nM; 100% = saturating reference agonist, 0% = basal. activation, % at 9.5 µM. 56,000 tested, 0.57% active. AID 449, 2006;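 active means activation above a cutoff set at the mean activation of all tested compounds plus 3 SD, cut at about 54% in these data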;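 further: forskolin at 4 µM as EC80 and the EC20 agonist is SEW2871; 100% = SEW2871 at its EC100 plus forskolin at EC80; some compounds past the cut are filed as inactive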
# 5HT1E antag – 5-HT1E receptor antagonists, primary screen, cell-based, HTS; 5-hydroxytryptamine receptor 1E (Homo sapiens), P28566; CHO 5-HT1E Ga15 NFAT-bla reporter, FRET, antagonist; inhibition, % at 6 µM; 65,000 tested, 0.99% active; AID 571, 2007;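 active means inhibition above a set limit, the mean inhibition across every tested compound plus 3 SD, cut at about 29% in these data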;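 further: signal is the 460 over 535 nm emission ratio of beta-lactamase substrate; 0% = agonist plus DMSO wells and 100% = wells without agonist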
# 5-HT1A blocker – human 5-HT1a receptor antagonists, primary screen, cell-based, CHO, Ga15 NFAT-bla reporter. 5-hydroxytryptamine receptor 1A (Homo sapiens), P08908. CHO 5-HT1a Ga15 NFAT-bla reporter, antagonist mode. inhibition, % at 10 µM. 62,000 tested, 0.68% active;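 active means inhibition above the mean of all tested compounds plus 3 SD, cut at about 43% in these data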;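 further: receptor stimulated by 5-CT agonist at 100 nM near EC80; beta-lactamase reporter measured by ratiometric fluorescence of a cleavable substrate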
# Target sequence (P08908 whole entry, looked up): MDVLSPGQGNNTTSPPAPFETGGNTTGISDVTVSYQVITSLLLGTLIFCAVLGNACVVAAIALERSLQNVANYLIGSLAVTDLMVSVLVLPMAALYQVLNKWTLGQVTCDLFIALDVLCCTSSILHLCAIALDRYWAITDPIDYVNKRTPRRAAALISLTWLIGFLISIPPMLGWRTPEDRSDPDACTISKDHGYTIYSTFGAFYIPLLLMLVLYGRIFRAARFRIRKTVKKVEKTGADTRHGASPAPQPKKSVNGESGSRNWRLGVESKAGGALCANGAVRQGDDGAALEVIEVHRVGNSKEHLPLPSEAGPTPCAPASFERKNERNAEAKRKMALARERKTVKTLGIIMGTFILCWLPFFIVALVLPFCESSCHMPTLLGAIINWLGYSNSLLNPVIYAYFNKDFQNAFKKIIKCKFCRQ
# A340 absorber – compound light absorbance at 340 nm, profiling panel, artefact control, biochemical, MLSMR library, data from PS, PMK, MK assays; compound absorbance at 340 nm, fold over control; fold change at 10 µM; 65,000 tested, under 10 active; AID 708, 2007;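 active means at 10 µM dose, initial 340 nm absorbance at least 2 fold that of control wells; inactive means change under 2 fold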;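 further: initial absorbance extrapolated from kinetic A340 decline of NADH oxidation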
# 5HT1E ag – 5-HT1E receptor agonists, primary screen, cell-based, HTS. 5-hydroxytryptamine receptor 1E (Homo sapiens), P28566. CHO 5-HT1E Ga15 NFAT-bla reporter, FRET; 0% DMSO wells, 100% control agonist wells. activation, % at 6 µM. 65,000 tested, 0.69% active;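 active means activation above a set limit, the screen-wide mean activation plus 3 SD, cut at about 8.5% in these data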;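 further: 100% = positive control agonist at 1 µM giving full maximal response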
# S1P3 ag – human S1P3 receptor agonists, primary screen, cell-based, primary and confirmation, NFAT-BLA reporter | Sphingosine 1-phosphate receptor 3 (Homo sapiens), Q99500 | S1P3 NFAT-BLA reporter cells, agonism, FRET ratio; relative to 1 µM S1P, basal subtracted | activation, % at 4.5 µM | 60,000 tested, 0.1% active | AID 373, 2006;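 active means activation above the screen-wide mean plus 3 SD, cut at about 4.5% in these data, passing the limit was not always enough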; further: some compounds called inactive have numbers as strong as hits
# Target sequence (Q99500 whole entry, looked up): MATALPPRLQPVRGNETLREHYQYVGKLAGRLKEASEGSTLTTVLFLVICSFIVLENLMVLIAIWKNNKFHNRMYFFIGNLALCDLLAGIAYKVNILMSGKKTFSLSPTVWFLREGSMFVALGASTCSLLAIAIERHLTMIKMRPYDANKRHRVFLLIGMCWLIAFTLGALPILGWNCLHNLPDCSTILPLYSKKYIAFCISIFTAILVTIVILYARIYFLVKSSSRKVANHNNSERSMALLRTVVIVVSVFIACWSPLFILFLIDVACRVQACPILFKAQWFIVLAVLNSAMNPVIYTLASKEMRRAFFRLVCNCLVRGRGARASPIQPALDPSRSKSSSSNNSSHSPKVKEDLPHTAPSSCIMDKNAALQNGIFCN
#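 Assay system: stable CHO line with human S1P3, Gα16, NFAT-BLA reporter; Detection: FRET β-lactamase substrate fluorescence, excitation 405 nm, 460/535 nm emission ratio, background-subtracted; Read-out: percent activation versus median 1 µM S1P response, basal-subtracted, per plate; Incubation: cells plated overnight, compound 4 h 37 °C, substrate 2 h RT.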
# HER2 expr 66K – inhibitors of Her2 protein expression, primary screen, SKBR-3 cells, AlphaScreen, 66K library; HER2 level % of control, % at 10 µM; SKBR-3 HER2 protein level, 18-24 h; active compounds read low; 65,000 tested, 0.69% active;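 active means HER2 level under 5% of the carrier-only control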;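 further: 100% = DMSO carrier and 0% = 500 nM PU-H71 HSP90 inhibitor; lower value means stronger loss of Her2 protein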
# Numbers without * were called inactive; · = no result given; [ ] = dose if it differs, or a comment. Random draw from the library. Share with any hit: about 8.5%.
# Start of the listing, in advance:
Autofluor 339,MMP13 inh,S1P1 ag pot,5HT1E antag,5-HT1A blocker,A340 absorber,5HT1E ag,S1P3 ag,HER2 expr 66K,Molecule
1.45,-3.7,-9.1,-0.1,-6.8,1,-0.3,-0.6,76.2,O=C(COC(=O)c1ccccc1NC(=O)c1ccco1)Nc1ccc2c(c1)OCO2
1.07,-11.7,-20.3,7.1,7.4,1.11,0.1,-0.4,104.5,CCN1CCN(CC(=O)Nc2ccc(C)cc2C)C(=O)C1=O

# The whole of this part, previewed entries included:
Autofluor 339,MMP13 inh,S1P1 ag pot,5HT1E antag,5-HT1A blocker,A340 absorber,5HT1E ag,S1P3 ag,HER2 expr 66K,Molecule
1.45,-3.7,-9.1,-0.1,-6.8,1,-0.3,-0.6,76.2,O=C(COC(=O)c1ccccc1NC(=O)c1ccco1)Nc1ccc2c(c1)OCO2
1.07,-11.7,-20.3,7.1,7.4,1.11,0.1,-0.4,104.5,CCN1CCN(CC(=O)Nc2ccc(C)cc2C)C(=O)C1=O
1.04,2.6,-21.1,-12.7,6.8,0.98,0.5,-0.7,72.6,CC1(N2CCOCC2)CC2(O)C(=[N+]1[O-])CCc1nonc12 (configuration not stated)
1.05,8.7,12.4,-4.3,-20.2,1,0.5,-1.2,84.2,CCn1c2ccccc2c2cc(NC(=O)CSc3nnc(C4CC4)n3Cc3ccco3)ccc21
1.13,3.6,11.9,1.9,21.6,0.98,-0.8,-0.9,121.0,N#CC1(c2ccccc2)CCCN1C(=O)c1ccc(Br)o1 (configuration not stated)
1.13,-1.6,1.3,0.7,-11.7,1.03,1.2,-0.5,85.6,O=C(Nc1nnc(CCc2ccccc2)s1)C1CCCO1 (configuration not stated)
1.13,1.9,-3.5,0.0,-8.1,1.05,-0.4,-0.6,105.0,Cn1cccc1Cc1nnc(SCC(=O)N2CCCCCC2)n1-c1ccc(F)cc1
0.98,-0.9,19.4,-5.1,-13.7,0.99,1.5,0.5,108.2,CCC(=O)c1cc(F)c(N2CCN(C(=O)c3ccco3)CC2)cc1C
1.06,-1.8,·,4.0,-1.1,1.02,-0.6,-0.1,111.9,Cc1occc1C(=O)NC1CCCCCC1
1.1,5.1,-10.2,1.5,9.5,1.07,6.1,-1.0,102.3,Clc1ccccc1OCCN1CCCCC1
2.6*,-30.8,8.7,-28.2,-19.0,1.09,1.4,0.1,51.3,CCN(CC)C(=O)CSc1ncnc2c(-c3cccs3)nsc12
1.08,1.5,·,-4.0,-12.6,1.01,0.5,·,93.4,O=C(c1ccco1)N1CCC(c2nc(-c3ccc(F)cc3)no2)CC1
0.99,-0.6,5.2,-4.0,4.3,0.99,-0.1,-0.6,82.2,Fc1ccc(-n2c(Cc3ccccc3)nnc2SCc2nc(-c3cccs3)no2)cc1
1.02,2.8,-44.4,-1.7,-6.2,1,0.2,-1.1,70.2,CN(C)/C=N/c1ncnc2c1cnn2-c1ccc(C(F)(F)F)cn1
1.07,4.6,-10.6,1.2,-7.8,1.01,-0.5,-0.8,78.2,COc1ccc(N2CCC(CNS(=O)(=O)c3cccc(C(F)(F)F)c3)C2)cc1 (configuration not stated)
1.58,5.9,7.8,-4.0,3.1,1.02,1.5,-1.7,86.5,COc1cc(NC(=O)c2ccco2)c(OC)cc1NC(=O)Nc1ccccc1Cl
1,10.5,-59.0,-16.6,-4.7,0.98,-0.9,0.0,112.0,Cc1nc(SCc2ccc(Br)cc2)[nH]c(=O)c1C
1.13,0.7,17.6,18.8,19.2,1.06,-0.7,-1.6,37.6,O=C(OCc1nc2ccccc2s1)c1cccs1
1.07,-2.4,-13.2,11.1,6.6,0.99,1.0,-0.2,73.3,COc1ccc(NC(=O)c2cc(-c3cc(C)ccc3O)n[nH]2)cc1Cl
1.17,-7.7,1.1,3.0,-5.2,1.04,-1.2,-0.6,104.3,COc1ccc(S(=O)(=O)N2CCN(c3ccccn3)CC2)cc1OC
1.14,3.8,4.8,2.4,-3.3,1,1.1,0.0,91.5,CC(C)Cc1nc(N2CCC(C(N)=O)CC2)c2nnn(Cc3ccccc3)c2n1
1.12,2.0,·,1.6,-7.2,1.1,-0.2,-0.5,112.6,Nc1ccc2c(c1)C(=O)N(CC1CCCO1)C2=O (configuration not stated)
1.04,-2.4,-11.7,-14.7,2.0,1.05,-0.5,-0.4,85.8,C(=N\c1nc2ccccc2n1CCN1CCCCC1)/c1cccs1
1.02,-0.8,-9.8,19.0,10.0,0.99,-0.4,-0.1,174.7,CC1CCCCC1NC(=O)c1nn(C)c(=O)c2ccccc12 (configuration not stated)
1.11,0.3,3.2,-7.3,-3.2,1.01,0.4,-0.4,87.4,O=C(CCn1c(=O)oc2ccccc21)N1CCOCC1
1.01,-4.7,28.1,9.6,-3.5,1,0.1,-0.4,105.3,CCOC(=O)c1cc(CC)sc1N
1.08,-4.4,-21.6,-10.7,-4.8,0.98,-0.4,0.6,107.0,Cc1nc2ncnn2c(C)c1CCC(=O)N1CCc2ccccc2C1
1,-5.8,-2.3,4.1,0.8,0.98,-1.2,-1.4,54.6,O=C(Oc1ccc(Cl)cc1N1C(=O)CCC1=O)c1ccco1
1.12,-3.2,12.5,-1.6,-5.5,1.04,0.9,0.5,42.9,O=C(Nc1cccc(S(=O)(=O)C(F)F)c1)c1ccc(Cl)c(S(=O)(=O)N2CCOCC2)c1
1.32,2.3,·,6.1,12.8,1.04,0.2,-1.0,107.3,Cc1cc(C)c2nc(C(F)(F)F)nc(N3CC(C)OC(C)C3)c2c1 (configuration not stated)
0.92,-1.4,-17.6,-0.9,-7.1,1.31,1.2,-0.8,81.1,Cc1noc(/C=C/N(C)C)c1S(=O)(=O)N(C)CC(=O)NC1CCCCC1
1.06,1.6,-2.9,-9.5,-6.9,1,-1.0,-0.5,91.3,COc1ccc(NC(=O)Cn2cccc2)c(OC)c1
1.03,1.2,·,1.4,-2.0,1.09,-0.5,-0.6,78.5,CCN(CC)CCCN1C(=O)C(=O)/C(=C(/O)c2cnn(-c3ccccc3)c2C)C1c1ccncc1 (configuration not stated)
1.09,-4.6,-21.5,-0.8,8.2,1.11,0.1,-1.0,49.4,COc1ccc(/C=N/n2cc(-c3ccccc3)nc2N)cc1
1.05,3.7,·,7.5,9.6,1.05,-0.5,-1.4,116.7,O=C(Nc1ccc(S(=O)(=O)NCCc2ccccc2)cc1)c1ccco1
1.08,-5.7,-6.9,-4.2,-10.1,1.01,-1.3,0.9,81.4,Cc1cccc(NC2=NC(C)(C)N=C(N)N2)c1C
1.25,-21.1,-18.4,-2.4,1.7,1.01,0.4,-0.5,94.3,CCOC(=O)c1c(-n2cnnn2)sc(C)c1C
1.05,4.4,·,-10.3,2.6,1.03,0.1,-0.3,86.6,CN(C)c1nc2ccc(OCCN3CCCCC3)cc2s1
1.07,6.1,14.6,5.6,-2.2,1.12,0.0,-0.9,21.8,C=CCn1c(NC(=O)c2ccc(Br)o2)c(C(=O)OCC)sc1=S
1.08,-9.7,-0.5,-6.6,-8.5,1,-0.3,-0.4,257.8,COC(=O)C1=C(N)Oc2cc(C)oc(=O)c2C1c1cccnc1 (configuration not stated)
1.4,-13.3,-13.8,-15.8,-4.8,1.03,-0.2,-0.8,107.4,CC(C)CN(C(=O)CSc1nnc2c(Cl)cc(C(F)(F)F)cn12)C1CCS(=O)(=O)C1 (configuration not stated)
1.15,-8.1,16.6,2.9,-5.6,1.01,0.0,-0.6,89.3,CCOC(=O)c1ccoc1CSCC(=O)N1CCN(S(=O)(=O)c2ccc(C)cc2)CC1
1.12,-5.3,11.6,14.0,-6.7,1.02,-0.3,-0.7,103.1,CC(NC(=O)C1CCN(S(=O)(=O)N2CCCCCC2)CC1)c1ccccc1 (configuration not stated)
1.09,-0.2,·,-1.4,14.6,1.03,0.3,-0.4,106.5,O=c1cc(-c2cccc3ccccc23)[nH][nH]1
1.09,-1.5,9.2,-3.4,6.1,1.03,-0.6,-0.3,102.0,O=C(O)c1cccc(OCc2ccccc2Cl)c1
1.09,0.7,-19.9,-5.3,-9.4,1.05,0.3,-0.6,98.7,COCCNC(=O)CN(c1ccc(C)cc1)S(=O)(=O)c1ccccc1
0.99,4.2,1.2,4.0,-4.8,1.12,-0.3,-0.5,78.2,COCCCN1C(=O)C(=O)/C(=C(/O)c2ccccc2)C1c1ccc2c(c1)OCO2 (configuration not stated)
1.09,-0.4,-3.3,3.1,3.8,1.04,0.5,-0.2,73.6,COC(=O)c1ccc(NC(=O)c2ccc(N(C)S(C)(=O)=O)cc2)cc1
1.04,0.5,-15.6,1.7,-3.9,0.99,-1.0,0.4,63.9,CCOc1cc(C(=O)Nc2c3c(nn2C(C)(C)C)CS(=O)C3)cc(OCC)c1OCC (configuration not stated)
1.01,0.7,-13.9,-9.8,-12.9,0.99,-0.1,0.4,89.9,CCc1ccc(NC(=O)C2CC(=O)N(C(C)C)C2)cc1 (configuration not stated)

# Further records
Autofluor 339,MMP13 inh,S1P1 ag pot,5HT1E antag,5-HT1A blocker,A340 absorber,5HT1E ag,S1P3 ag,HER2 expr 66K,Molecule
1.18,-1.0,7.8,0.5,9.1,1,0.2,-0.7,87.1,COc1ccccc1-c1cc(C(=O)NC(C)c2ccccc2)no1 (configuration not stated)
1.13,0.8,16.5,-4.2,6.8,1,0.6,-0.3,94.2,COc1ccc(S(=O)(=O)NCCSc2ccc(C)cc2)cc1OC
1.18,-4.2,11.7,-7.5,-6.7,1.02,-0.1,-0.2,89.4,CCCOC(=O)c1ccc(NC(=O)c2cnccn2)cc1
1.12,3.9,-13.2,-4.4,-4.1,1.03,6.4,-0.3,131.7,COC(=O)CSc1nnc(CNC(=O)c2ccc(S(=O)(=O)N3CCCCC3)cc2)n1C
1.05,5.3,-0.8,6.8,-8.4,1.02,-0.9,-0.8,96.8,O=C(NCc1ccccc1)c1ccc(CN2CCOCC2)cc1
1.13,-0.9,6.6,-5.4,10.9,1.05,0.2,-1.2,119.3,CCCCOCCCNC(=O)C1CCCCC1
1.1,-0.2,-12.7,-16.0,-6.7,1.01,0.3,1.0,115.5,CCn1nc(C(=O)OC2CCOC2=O)c2ccccc2c1=O (configuration not stated)
3.91*,-384.4[fluorescence artefact?],-2.0,0.0,-3.9,1.06,-0.4,-0.3,93.0,COCCCNc1oc(-c2ccccc2OC)nc1C#N
1.09,3.1,5.0,0.0,8.1,0.99,1.4,-0.3,96.8,Cc1[nH]cnc1CSCCN
1.08,0.5,·,4.3,-6.1,1.01,-0.8,·,80.1,O=C(NC1=NCCS1)c1cccc(S(=O)(=O)N2CCCCC2)c1

# High-throughput results: PubChem, several laboratories
